UGM FP inh – M. tuberculosis UGM enzyme inhibitors, primary screen, biochemical, fluorescence polarization, single point; UDP-galactopyranose mutase (Mycobacterium tuberculosis (strain ATCC 25618 / H37Rv)), …; purified UGM, fluorescence polarization probe displacement; AID 504406, 2011; inhibition, % at 10 µM; 320,000 compounds, 0.06% hits; in the data active = inhibition above about 10%, passing the limit was not always enough
VHR inh abs – VHR1 phosphatase inhibitors, primary screen, biochemical, absorbance, uHTS. inhibition, % at 13.3 µM. recombinant VHR phosphatase, pNPP absorbance. 290,000 compounds, 0.52% hits. Dual specificity protein phosphatase 3 (Homo sapiens), P51452. AID 1654, 2009; in the data active = inhibition above about 50%; also: some compounds called inactive have numbers as strong as hits
Target sequence (P51452 whole entry, looked up): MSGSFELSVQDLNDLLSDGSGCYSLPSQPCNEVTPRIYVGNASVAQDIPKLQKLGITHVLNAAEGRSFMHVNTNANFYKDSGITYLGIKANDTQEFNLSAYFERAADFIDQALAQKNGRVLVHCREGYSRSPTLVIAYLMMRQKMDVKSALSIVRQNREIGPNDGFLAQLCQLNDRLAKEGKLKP
FBA Mtb inh – Mtb FBA enzyme inhibitors, primary screen, biochemical, fluorescence, strain H37Rv | Fructose-bisphosphate aldolase (Mycobacterium tuberculosis (strain ATCC 25618 / H37Rv)), … | purified M. tuberculosis FBA, fluorescence read-out | inhibition, % at 1 µM | 360,000 compounds, 2.3% hits | AID 588726, 2011; in the data active = inhibition above about 27%;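 also: 0% = vehicle and 100% = reference inhibitor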
Target sequence (P9WQA3 whole entry, looked up): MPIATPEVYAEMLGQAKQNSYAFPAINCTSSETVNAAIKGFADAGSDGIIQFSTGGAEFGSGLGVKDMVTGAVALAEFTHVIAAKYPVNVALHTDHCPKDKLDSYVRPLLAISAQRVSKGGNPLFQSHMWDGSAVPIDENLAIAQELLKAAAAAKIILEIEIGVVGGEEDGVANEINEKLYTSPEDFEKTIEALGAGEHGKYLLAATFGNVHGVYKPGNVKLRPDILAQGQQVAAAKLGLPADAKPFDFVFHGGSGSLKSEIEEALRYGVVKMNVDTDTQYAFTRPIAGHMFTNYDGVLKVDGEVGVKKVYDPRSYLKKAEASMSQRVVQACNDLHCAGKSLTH
GDH-TPI inh – GDH-TPI coupling enzyme inhibitors, primary screen, artefact control for M. tuberculosis FBA inhibitor project, biochemical, absorbance, full deck; GDH-TPI coupled enzyme counterscreen, NADH absorbance; inhibition, % at 4.8 µM; 360,000 compounds, 1.2% hits; AID 588335, 2011;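 also: 0% = DMSO wells and 100% = wells lacking the enzyme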
FadD28 FP inh – inhibitors of FadD28 bisubstrate probe binding, primary screen, biochemical, fluorescence polarization, single point. Mycobacterium tuberculosis FadD28 fatty-acid-AMP ligase. inhibition, % at 12.5 µM. 360,000 compounds, 0.22% hits; in the data active = inhibition above about 8.5%, passing the limit was not always enough
CCHFV vOTU inh – CCHFV vOTU protease inhibitors, primary screen, biochemical, Pep-AMC substrate, fluorescence; 370,000 compounds, 0.55% hits; inhibition, % at 11.5 µM; Crimean-Congo hemorrhagic fever virus L polyprotein viral ovarian tumor (vOTU) protease …; also: 0% = vehicle wells with enzyme and 100% = no enzyme wells
BoNT F protease – BoNT/F light chain protease inhibitors, primary screen, biochemical, flow cytometry, MLPCN library. Botulinum neurotoxin type F light chain protease (Clostridium botulinum). 360,000 compounds, 0.22% hits. AID 588497, 2011. inhibition, % at 10 µM. Multiplex microsphere protease cleavage assay; in the data active = inhibition above about 35%, passing the limit was not always enough; also: plate controls were buffer without enzyme for full effect and enzyme alone for no effect
Rv3671c protease – Rv3671c serine protease inhibitors, primary screen, biochemical, fluorescence polarization, M. tuberculosis H37Rv. P9WHR9. inhibition, % at 5.96 µM. 320,000 compounds, 0.048% hits. AID 2606, 2010; in the data active = inhibition above about 38%;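 also: extracellular domain of Rv3671c used as enzyme; 0% = enzyme with DMSO and 100% = no enzyme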
Target sequence (P9WHR9 whole entry, looked up, the tested form may be a part): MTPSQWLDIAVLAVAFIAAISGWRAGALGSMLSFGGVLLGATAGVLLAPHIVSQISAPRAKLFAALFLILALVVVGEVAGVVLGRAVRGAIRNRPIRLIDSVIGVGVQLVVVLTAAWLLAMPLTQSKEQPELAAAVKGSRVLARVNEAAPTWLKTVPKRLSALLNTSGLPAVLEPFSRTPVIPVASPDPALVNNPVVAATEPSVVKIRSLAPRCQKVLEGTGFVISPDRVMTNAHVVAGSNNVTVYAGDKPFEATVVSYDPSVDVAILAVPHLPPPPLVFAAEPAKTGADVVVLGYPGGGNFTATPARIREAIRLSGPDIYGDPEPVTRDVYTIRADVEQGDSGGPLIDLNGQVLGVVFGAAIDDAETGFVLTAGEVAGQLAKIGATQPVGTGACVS
MazF activator – activators of E. coli MazEF toxin-antitoxin RNase, primary screen, biochemical, fluorescence, uHTS; Endoribonuclease toxin MazF (Escherichia coli (strain K12)), P0AE70; FAM/BHQ RNA-DNA oligo cleavage fluorescence, 5 h; activation, % at 20 µM; 350,000 compounds, 0.32% hits; AID 504720, 2011; in the data active = activation above about 50%
BioA inh – M. tuberculosis BioA enzyme inhibitors, primary screen, biochemical, plate reader, single point, HTS | purified M. tuberculosis BioA enzyme | inhibition, % at 9.99 µM | 360,000 compounds, 0.096% hits | AID 602481, 2012; in the data active = inhibition above about 40%
* hit, by the source's call; · = not tested or not shown; + = active, no number. Rule as the data show it, unless noted: active = inhibition above about 30%; inactive = the rest. Random draw from the library; 4.9% or so of the library scored in one or more.

Sequence of screens: UGM FP inh	VHR inh abs	FBA Mtb inh	GDH-TPI inh	FadD28 FP inh	CCHFV vOTU inh	BoNT F protease	Rv3671c protease	MazF activator	BioA inh
COc1ccccc1NC(CC(=O)c1ccccc1)C(=O)OCC(=O)c1ccc(C)cc1 (stereo not drawn)
    -6.0	9	0	8	0.3	-16	-3	-4	7	·
CCOC(=O)N1C2=NC(C(=O)OC)=C(C(=O)OC)[C@@H]3N(C)c4ccc(OC)cc4[C@]23C[C@H]1C(=O)OC
    -3.2	·	-2	10	0.9	1	7	2	4	-0.8
CCOC(=O)C1CCCN(c2nc3ccccc3nc2C(C#N)C(=O)OCC)C1 (stereo not drawn)
    4.5	2	0	3	-2.4	5	7	1	-9	-2.1
CC(C)(C)OC(=O)N[C@@H](Cc1ccccc1)C(=O)NCC1CCC(C(=O)N[C@@H](CC(=O)O)C(=O)O)CC1 (stereo partly drawn)
    2.0	34	0	13	-1.4	-9	6	6	2	-0.8
CC1C(=O)C(C)C(c2ccc3c(c2)OCO3)NC1c1ccc2c(c1)OCO2 (stereo not drawn)
    -1.5	24	3	3	-1.7	-2	-3	-4	-1	-0.2
Cc1[nH]c2ccc(-c3n[nH]c(=S)n3-c3ccc(Br)cc3)cc2c1C
    1.0	19	2	1	1.1	17	3	-1	6	·
CCOC(=O)Cn1ccc(NC(=O)c2ccc3c(c2)OCO3)n1
    -0.6	3	-1	0	-3.4	14	1	8	3	1.7
CN(Cc1nc(Cc2ccccc2F)no1)[C@@H]1CS(=O)(=O)C[C@H]1O
    1.6	18	-1	10	-1.6	-2	-8	5	0	·
Cc1ccc([C@H]2N[C@]3(CCCN(Cc4ccco4)C3=O)[C@H]3C(=O)N(C)C(=O)[C@@H]23)cc1
    ·	·	0	7	-1.2	-6	-9	·	2	-1.1
O=C(Cc1ccccc1)NNC1CC(=O)N(c2ccc(Oc3ccccc3)cc2)C1=O (stereo not drawn)
    1.7	31	1	-2	-2.5	-16	4	-2	-7	·
COCc1ccc(-c2c(-c3ccccc3OC)sc3cc4c(cc23)OCO4)cc1
    -1.9	·	1	4	-3.8	3	-14	3	-5	-1.0
O=C(NCC(=O)N1CCN(Cc2ccccc2)CC1)c1cc(Cl)cc([N+](=O)[O-])c1
    1.5	·	3	5	-11	2	5	9	-7	-2.6
Cc1ccc(N/C(=N/S(=O)(=O)c2cccs2)c2ccccc2)c(C)c1
    -0.5	40	1	7	-2.6	-10	-7	1	-1	·
COc1cccc(CNC(=O)COC(=O)c2c(C)nn(-c3ccccc3)c2Cl)c1
    -0.1	·	0	7	·	20	0	3	3	1.8
O=C(CC1C(=O)NCCN1Cc1ccc(Cl)c(F)c1)NC1CCC1 (stereo not drawn)
    -1.3	1	3	3	-2.3	7	-4	-2	-6	2.1
Cc1cccc2c(C(=O)N3CCN(c4ccccn4)CC3)cc(-c3cccc(Br)c3)nc12
    0.1	24	-1	10	-1.2	5	6	-9	-17	-6.5
Cc1ccc(C2CC(c3cccc(Cl)c3)n3nc(N)nc3N2)cc1 (stereo not drawn)
    0.2	11	2	3	-1.7	8	-12	4	5	1.4
CC1CCN(C(c2ccccc2)c2nnnn2C(C)(C)C)CC1 (stereo not drawn)
    0.2	4	1	5	-0.4	15	-13	-4	-3	1.4
O=C(O)c1cccc(Cl)n1
    -1.8	2	-1	6	-2.4	-10	6	1	15	0.4
COc1cc(OC)cc(-c2nc3nc(C)c(CCC(=O)NCc4ccco4)c(C)n3n2)c1
    -2.4	14	-1	-8	-2.8	10	-6	-3	3	-1.9
CCC(CO)Oc1cc(NCc2ccccn2)c2ncn(C(C)C)c2c1 (stereo not drawn)
    3.2	·	1	8	-2.3	-3	0	2	4	-0.1
Cc1ccc(NC(=O)Cn2cc(S(=O)(=O)c3ccccc3)c(=O)c3cc(F)ccc32)cc1
    0.9	-15	3	13	-2.3	-5	-3	-6	-4	-1.7
Cn1c(=O)n(Cc2ccc(F)cc2)c(=O)c2c1nc1n2CCCN1C1CCCCC1
    1.3	22	29*	1	-3.2	0	10	4	-3	-0.7
Cc1[nH]n(-c2ccccc2)c(=O)c1CCOC(=O)c1cccc(C(F)(F)F)c1
    1.6	29	-4	2	-4.4	17	0	6	-1	5.2
Cc1ccc2nc(NC(=O)C3=NN(c4ccccc4)C(=O)CC3)sc2c1
    2.4	-21	1	13	-3.6	9	-4	-16	-6	·
Cc1cccc(NC(=O)c2ccc(F)c(S(=O)(=O)N3CCC4(CC3)OCCO4)c2)c1
    -0.1	31	-2	1	0.8	-3	-4	-1	2	7.6
COCCN=c1scc(-c2ccccc2)n1/N=C/c1c[nH]c2ccccc12
    3.0	28	0	9	0.2	4	1	17	1	·
Cc1ccccc1SCC(=O)N/N=C/c1ccc(F)cc1
    0.0	17	2	-3	0.5	-6	-20	-10	6	2.4
CC1CN(C(=O)Cn2cc(S(=O)(=O)CC(=O)N(C)c3ccccc3)c3ccccc32)CC(C)O1 (stereo not drawn)
    -2.3	42	3	2	1.0	10	7	-1	-6	-1.6
CC(C)C(NC(=O)C1CCC(C(C)(C)C)CC1)C(=O)NCc1cccnc1 (stereo not drawn)
    -1.1	15	2	11	1.1	-6	-3	-5	0	·
Cc1cn(CC(=O)NCCCn2ccnc2)c(=O)[nH]c1=O
    ·	·	0	-7	-2.8	-5	-6	·	8	-0.4
CC[C@@H](C)[C@H](CN[C@H](CNC)C(C)C)NC[C@@H](C)c1ccc(CC(C)C)cc1
    3.5	6	0	-9	-4.1	9	-34	2	19	1.2
O=C1C2CCCN2C(c2ccc(F)cc2)N1c1ccc(Cl)cc1 (stereo not drawn)
    -1.1	15	2	12	-0.9	5	1	-1	-8	0.8
Cc1cc(NC(=O)c2cccc3c2C(=O)N(C2CCCCC2)C3)ccc1Br
    4.4	1	-1	10	-1.3	·	0	3	-2	-1.0
O=C(Nc1ccc2nsnc2c1)N1CCCCC1
    -0.5	28	5	16	-0.2	6	7	-13	7	3.4
CCOc1cc(NC(=S)Nc2cccc(C)c2)c(OCC)cc1NC(=O)CC(C)C
    ·	16	-4	8	-3.0	5	-4	·	6	-2.7
O=C(CCNS(=O)(=O)c1cccc(Cl)c1)OCC(=O)N1CCN(C(=O)c2ccco2)CC1
    3.0	·	1	-2	0.1	-11	-1	-5	0	0.7
CC(C)(C)[C@H]1C=C(C(=O)N2CCN(Cc3ccccc3)CC2)O[C@@H](OCc2ccc(CO)cc2)C1
    3.4	39	5	4	-1.4	5	7	-14	0	-1.1
CCCOc1ccc(Cc2c(O)nc(N)[nH]c2=O)cc1C
    -0.1	·	0	0	0.9	5	-22	2	1	-3.3
O=C(CCl)N=c1sccn1Cc1ccccc1Cl
    1.8	17	-1	10	-2.4	-11	5	12	6	5.7
Cc1ccc(NC(=O)c2ccccc2Br)cc1S(=O)(=O)N(C)C
    -2.4	0	5	2	-0.6	-2	1	8	-1	·
Cc1cccc(N2C(=O)C3C4C=CC(C5CC45)C3C2=O)n1 (stereo not drawn)
    -1.8	9	-3	0	0.4	-8	10	5	-5	·
O=C(CC1S/C(=N\S(=O)(=O)c2ccccc2)N(c2ccccc2)C1=O)Nc1ccc(F)cc1 (stereo not drawn)
    -0.3	3	-1	6	1.2	21	-3	4	-3	1.2
O=C(NCCCN1CCCC1=O)c1ccccc1OCc1ccc(Cl)cc1Cl
    3.1	·	3	12	-2.3	0	2	-1	-10	9.7
OCCCc1nc2ccccc2n1CCOc1ccccc1
    0.3	15	-2	9	-2.4	-5	-4	2	-4	-5.9
CC(C)(C)c1nnc(NC(=O)C2CCN(C(=O)c3ccco3)CC2)s1
    -1.1	-7	1	-6	-0.2	12	-2	-7	5	0.4
CCOC(=O)CCc1c(C)nc2cc(-c3ccccc3OC)[nH]n2c1=O
    0.8	-6	28*	-6	0.4	1	2	4	0	-1.6
O=C1Nc2ccccc2/C1=C/c1ccnc2ccccc12
    1.0	-10	-1	16	0.6	0	2	-4	5	-1.1
O=[N+]([O-])c1ccc(N2CCC(=NOCc3ccc(Cl)cc3)CC2)cc1
    -0.4	17	-8	-1	-2.7	7	1	1	-2	-1.5
COc1cc2nc(=S)n3[nH]c(COc4ccccc4C)nc3c2cc1OC
    1.6	7	2	10	-2.5	7	-2	3	-4	11
CCOc1ccc(Cn2nnc(C(=O)Nc3cc(C)cc(C)c3)c2N)cc1
    1.4	-2	1	12	0.9	4	-7	3	-52	-1.7
Cc1cccc(C(=O)NNC(=O)c2ccc(Cl)cc2)c1O
    0.5	-2	1	7	-0.5	0	7	0	-1	-3.1
O=c1oc2cc(O)ccc2c2oc3cc(O)ccc3c12
    0.9	-3	+	35*	2.4	-267	-14	-29	49	0.3
Cc1cc(C)c(OCCNCc2ccccc2)c(C)c1
    -0.8	18	2	-3	-0.2	-6	0	4	1	-0.3
CC1=NN(c2nc3ccccc3[nH]2)C(=O)/C1=C/N(C)C
    -1.1	8	2	9	-0.9	·	-7	-5	-3	·

Quoted from the listing for reference:
Sequence of screens: UGM FP inh	VHR inh abs	FBA Mtb inh	GDH-TPI inh	FadD28 FP inh	CCHFV vOTU inh	BoNT F protease	Rv3671c protease	MazF activator	BioA inh
Cc1cn(CC(=O)NCCCn2ccnc2)c(=O)[nH]c1=O
    ·	·	0	-7	-2.8	-5	-6	·	8	-0.4
CC[C@@H](C)[C@H](CN[C@H](CNC)C(C)C)NC[C@@H](C)c1ccc(CC(C)C)cc1
    3.5	6	0	-9	-4.1	9	-34	2	19	1.2
O=C1C2CCCN2C(c2ccc(F)cc2)N1c1ccc(Cl)cc1 (stereo not drawn)
    -1.1	15	2	12	-0.9	5	1	-1	-8	0.8
Cc1cc(NC(=O)c2cccc3c2C(=O)N(C2CCCCC2)C3)ccc1Br
    4.4	1	-1	10	-1.3	·	0	3	-2	-1.0
O=C(Nc1ccc2nsnc2c1)N1CCCCC1
    -0.5	28	5	16	-0.2	6	7	-13	7	3.4
CCOc1cc(NC(=S)Nc2cccc(C)c2)c(OCC)cc1NC(=O)CC(C)C
    ·	16	-4	8	-3.0	5	-4	·	6	-2.7
O=C(CCNS(=O)(=O)c1cccc(Cl)c1)OCC(=O)N1CCN(C(=O)c2ccco2)CC1
    3.0	·	1	-2	0.1	-11	-1	-5	0	0.7
CC(C)(C)[C@H]1C=C(C(=O)N2CCN(Cc3ccccc3)CC2)O[C@@H](OCc2ccc(CO)cc2)C1
    3.4	39	5	4	-1.4	5	7	-14	0	-1.1
CCCOc1ccc(Cc2c(O)nc(N)[nH]c2=O)cc1C
    -0.1	·	0	0	0.9	5	-22	2	1	-3.3
O=C(CCl)N=c1sccn1Cc1ccccc1Cl
    1.8	17	-1	10	-2.4	-11	5	12	6	5.7
Cc1ccc(NC(=O)c2ccccc2Br)cc1S(=O)(=O)N(C)C
    -2.4	0	5	2	-0.6	-2	1	8	-1	·

Bioassay records deposited in PubChem BioAssay by several laboratories.
